ERAP1 HTS inh – ERAP1 (human) enzyme inhibition | recombinant ERAP1, Leu-AMC fluorescence, 60 min | inhibition, % at 10.7 µM | 0.15% of 340,000 active | AID 652197;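 active means mean replicate inhibition of at least 30%, or all replicates individually reaching that 30% level; inactive means mean below 30% and not every replicate reaching it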;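 further: 0% = neutral control wells and 100% = L-leucinethiol positive control wells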
PGC1a acetyl inh – lowers PGC1a acetylation signal in U2OS cells; 0.17% of 350,000 active; AID 651687; inhibition, % at 15.6 µM; AlphaScreen anti-acetyl-lysine; with virally co-expressed GCN5 acetyltransferase;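 active means every replicate shows inhibition of at least 40%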;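 further: 0% = neutral control wells and 100% = positive control wells; some results beyond the cut were filed as inactive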
Xi reactivation – X-chromosome reactivation activator. AID 743238. activation, % at 7.58 µM. 0.055% of 360,000 active. XiGFP mouse fibroblasts, % GFP-positive cells imaging, 3 d; cells co-treated with 5-aza-dC sensitizer; scaled so ellipticine positive control = 100%;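 active means mean normalized replicate activation at least 10% and every replicate at or above 10%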;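 further: 0% = median of on-plate neutral control wells and 100% = ellipticine 6 µM median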
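Material: SV40-immortalized XiGFP fibroblast cells, line 68-5-11 | Buffer or medium: DMEM containing 5-aza-dC | Dosing: One concentration, pinned | Times: 3 d treatment, 15 min room-temperature fixation | Controls: Ellipticine 6 µM positive control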
LGR2 inh – blocks bursicon-induced cAMP signaling via Drosophila LGR2; HEK293 LGR2, CRE-luciferase, bursicon-stimulated, 4 h; 0.35% of 380,000 active; inhibition, % at 9.99 µM;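 active means drop in luminescence signal, shown as inhibition above about 50% in the replicate tests, limit read from the data, passing the limit was not always enough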;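 further: agonist challenge used bursicon conditioned medium at about half maximal strength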
SIRT5 inh – blocks human SIRT5 desuccinylation of peptide; 1.1% of 330,000 active; AID 652115; Purified SirT5, succinyl-peptide AMC, trypsin-coupled fluorescence; inhibition, % at 15 µM; in the data active means inhibition above about 15%
Target sequence (Q9NXA8 whole entry, looked up): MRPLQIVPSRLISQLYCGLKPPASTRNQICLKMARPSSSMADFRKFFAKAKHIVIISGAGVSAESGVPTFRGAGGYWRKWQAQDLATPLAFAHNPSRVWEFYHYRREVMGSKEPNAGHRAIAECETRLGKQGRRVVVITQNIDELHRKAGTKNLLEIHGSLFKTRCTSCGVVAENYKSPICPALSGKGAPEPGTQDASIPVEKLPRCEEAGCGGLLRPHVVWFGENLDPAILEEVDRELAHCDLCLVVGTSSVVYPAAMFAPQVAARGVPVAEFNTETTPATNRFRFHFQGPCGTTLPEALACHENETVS
Cneo AK release – Cryptococcus neoformans lysis via adenylate kinase release; 0.2% of 360,000 active; C. neoformans lysis, adenylate kinase release luminescence, 4 h; normalised: neutral wells 0, clomiphene wells 100; AID 651654; lysis activity, % at 15 µM;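 active means mean lysis activity across replicates of at least 80%, whatever share of replicates individually reach that level; inactive means mean lysis activity below 80%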
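read-out = cell lysis signal | test system = log-phase Cryptococcus neoformans yeast cells | input = cells at 5 × 10^6 per mL | medium = fresh YPD growth medium | signal = luminescent adenylate kinase detection reagent | timing = 4 h at 37 °C static, read 1 h later | dosing = single dose | controls = Clomiphene as positive lysis control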
S100A4 inh HTS – S100A4-myosin IIA interaction inhibition | S100A4/TAMRA-MyoIIA peptide fluorescence polarization | inhibition, % at 10.7 µM | 0.14% of 360,000 active;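 active means mean inhibition of at least 70% across replicates, with every replicate also reaching that level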
Target sequence (P26447 whole entry, looked up): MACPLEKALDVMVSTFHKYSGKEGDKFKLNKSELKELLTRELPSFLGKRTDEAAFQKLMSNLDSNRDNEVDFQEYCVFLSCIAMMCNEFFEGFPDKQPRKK
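Material: S100A4 monomer protein / Buffer or medium: 50 mM HEPES pH 7.2, 10 mM CaCl2, 100 mM KCl / Times: 5 min incubation before reading / Benchmarks: neutral control DMSO, positive control TFP / Reagent: labelled myosin peptide probe, 5 nM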
C2C12 statin – protects C2C12 myotubes from simvastatin toxicity; AID 602340; 0.78% of 330,000 active; ATP luminescence, 48 h; scaled: DMSO 0, geranylgeraniol control 100; rescue of ATP level, % at 7.49 µM;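 active means mean ATP rescue above about 67%, or every replicate alone reaching that limit, limit read from the data, passing the limit was not always enough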;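 further: myotubes were challenged with 10 µM simvastatin during compound exposure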
Active calls of the source: *; . = no result given; & = joins results of further samples; ! = not confirmed by another sample. Some of the compounds tested; rates above refer to the full screens.

Structure	SIRT5 inh	PGC1a acetyl inh	Cneo AK release	Xi reactivation	ERAP1 HTS inh	LGR2 inh	C2C12 statin	S100A4 inh HTS
CC(C)C(=O)NC(Oc1ccccc1Cl)C(Cl)(Cl)Cl (stereo unspecified)	0.1	-2.2	-0.3	0.0	-1.0	21.1	0.2	6.4
Cc1ccc(-n2c(O)c(C=NCCCn3ccnc3)c(=O)[nH]c2=O)cc1	-1.6	.	.	0.1	8.6	8.3	.	2.1
Cc1ccc(C)c(-n2c(C)nc3ccccc3c2=O)c1	-3.7	13.6	-1.2	-0.1	-0.7	-4.6	.	1.6
COc1ccc(/C=C/C(=O)c2c(O)n(CCC3=CCCCC3)c(=O)[nH]c2=O)cc1	0.0	.	.	0.1	8.7	-1.4	.	-1.3
O=C(Cn1c(=O)n(CC2CS2)c2ccccc21)N1CCCCCC1 (stereo unspecified)	-0.2	4.5	.	0.0	1.8	18.4	.	4.9
CC(C)CN(C(=O)CN1CC=C(c2ccccc2)CC1)c1c(N)n(CC(C)C)c(=O)[nH]c1=O	-4.6	.	-0.5	0.0	7.8	-20.9	-8.3	-27.6
O=c1[nH]c(O)c(C=Nc2ccc(Cl)c(C(F)(F)F)c2)c(=O)[nH]1	-2.0	-8.5	-2.9	0.0	0.4	-2.0	-5.0	0.6
CC/C(=N\NC(=O)c1ccccc1Cl)c1c(O)n(C2CCCCC2)c(=O)[nH]c1=O	3.1	-2.0	-6.9	0.0	4.9	-21.5	2.2	-2.5
c1ccc(C2c3ccccc3-n3nncc3CN2CC2CCCCC2)cc1 (stereo unspecified)	.	-33.8	-0.5	0.0	.	2.4	3.4	8.2
CCN(CC)c1ccc(C=C2C(=O)NC(=S)NC2=O)cc1	-2.1	3.9	-0.6	0.0	5.4	-6.0	14.1	-13.0
CC1NCCC2(O)CCCCC12 (stereo unspecified)	.	-6.1	.	1.0	-3.0	-5.8	.	0.0
COC(=O)C1=C(c2ccc(-c3ccccc3)c(F)c2)C[C@@H]2CC[C@H]1N2C(=O)NCCCOC(C)C	2.0	-21.6	3.4	0.2	-0.8	.	24.5	6.2
Brc1ccc(C2N3CCCN23)cc1 (stereo unspecified)	.	.	.	0.0	-2.1	-3.0	.	-7.1
O=C(Cc1cccnc1)N1CCCCN2[C@@H](CO)[C@@H](c3ccc(C#CC4CC4)cc3)[C@@H]2C1	-0.1	5.5	-2.3	.	0.0	.	.	4.8
CCOc1cccc(N2C(=O)/C(=C/c3ccco3)C(=O)NC2=S)c1	36.4*	23.7	-0.4	0.0	8.2	4.1	-4.0	-70.8
COc1ccc(Br)cc1CNCCc1cccc(Cl)c1	-3.2	.	6.6	0.0	-2.7	13.4	-8.7	-5.2
COc1cc2c(cc1OC)CN(c1ccc([N+](=O)[O-])c(C(F)(F)F)c1)CC2	-0.8	.	.	0.0	0.9	93.4*	.	-0.1
CC12CN3CCN(C1)CC(C)(C3)C2=NO	.	-6.4	1.0	.	-0.7	-4.6	11.2	-1.8
COc1cccc(CC(=O)N(C)C2CCCN(Cc3ccccc3F)C2)c1 (stereo unspecified)	18.3*	6.2	-1.6	0.7	-0.7	.	10.4	-6.4
CN1CCN(/N=C/c2c(O)n(CCC3=CCCCC3)c(=S)[nH]c2=O)CC1	0.7	-3.4	.	0.0	7.3	9.0	-6.5	-19.4
CN1CCC(=O)N(CCN=[N+]=[N-])CC1	-5.2	1.1	-0.5	0.1	-0.1	-19.5	-0.6	5.3
CC(C)(C)C(O)C(Oc1ccc(Cl)cc1)n1cncn1 (stereo unspecified)	-4.4	-7.8	-0.3	0.0	-0.3	13.2	-5.0	-2.2
O=C1NCN(c2ccccc2)C12CCN(C(c1ccccc1)c1nnnn1C1CCCC1)CC2 (stereo unspecified)	.	-20.8	-12.0	0.4	.	-2.7	9.6	2.2
OCC12COC3c4ccccc4C(OC1)N32 (stereo unspecified)	-1.8	1.5	.	.	-0.1	23.8	-6.4	4.5
C[N+]1(C)CCc2cc3c(cc2[C@H]1[C@@H]1OC(=O)c2c1ccc1c2OCO1)OCO3	0.7&-2.1	-18.9	1.5&0.7&-0.7	-0.1&0.5	52.6*!	9.7&9.9	4.0&-2.4	28.9&1.5&-11.5

(listing goes on)
Structure	SIRT5 inh	PGC1a acetyl inh	Cneo AK release	Xi reactivation	ERAP1 HTS inh	LGR2 inh	C2C12 statin	S100A4 inh HTS
Cc1cccc(C)c1-n1nnnc1C(c1ccccc1OC(F)(F)F)N1CCC(n2c(=O)[nH]c3ccccc32)CC1 (stereo unspecified)	8.2	-61.4	-0.2	0.0	1.5	22.7	-8.1	-4.2
C[C@]12CCC(=O)C(O)=C1CC[C@@H]1[C@@H]2CC[C@]2(C)C(=O)CC[C@@H]12	-1.7	2.6	-1.1	-0.1	-1.9	-14.8	-0.9	-3.3
Cc1cc(OCC(=O)NCC(O)c2ccccc2)c2c3c(c(=O)oc2c1)CCC3 (stereo unspecified)	-16.5	-0.5	-0.3	0.2	1.4	1.1	-4.5	-2.4
C[C@]12CC[C@H]3[C@@H](CCC4=CC(=O)CC[C@@H]43)[C@@H]1CC[C@@H]2O	.	-27.7	-1.7	.	-1.0	13.8	6.0	6.6
COCCN1C(=O)NC(=O)/C(=C\c2ccc(Br)cc2)C1=O	1.0	.	.	0.2	.	12.2	.	-2.6
CCC(=O)CC(c1ccccc1)c1c(O)c2ccccc2sc1=O (stereo unspecified)	2.3	.	.	0.1	-1.0	3.3	.	-2.6
Cc1ccc(OCCn2cccc2/C=C2/C(=O)NC(=O)N(Cc3ccco3)C2=O)cc1	-7.6	.	.	0.0	.	-13.7	.	4.3
Cc1cc(/C=C2\C(=O)NC(=O)N(c3ccc(Cl)cc3)C2=O)c(C)n1C	0.0	.	.	0.0	1.4	-9.8	.	3.3
O=C(O)CCn1cc(C=C2C(=O)NC(=S)NC2=O)c(-c2cc3ccccc3oc2=O)n1	-2.3	1.5	.	0.4	11.2	23.0	.	-7.3
C[C@@H]1CN([C@H](C)CO)C(=O)CCCn2nncc2CO[C@@H]1CN(C)C(=O)Oc1ccc2ccccc2c1	-0.5&-0.3	-6.4&0.5	-3.6&-2.8	0.4&-0.2	1.3&2.0	-5.1	1.8&12.9	-11.3&2.4
Cc1cc(C=C(C#N)C#N)ccc1N1CCCC1	-0.7	-4.1	-1.7	-0.1	-0.3	3.9	0.8	6.5
CCc1cccc(C)c1NC(=S)N1CC2CC(C1)c1cccc(=O)n1C2 (stereo unspecified)	-2.3	.	.	0.0	1.1	1.6	.	11.3
CCCc1nc2ccc(Br)cc2c(=O)n1-c1ccc([N+](=O)[O-])c(C(F)(F)F)c1	.	22.1	0.3	0.3	.	27.9	-13.3	.
COC(=O)C1=C(c2ccc(OCc3ccccc3)cc2)C[C@@H]2CC[C@H]1N2C(=O)NCc1ccccc1C(F)(F)F	-2.1	.	-0.8	0.4	5.2	3.2	3.3	0.8
COC(=O)C1=C(c2ccc(Cl)c(C(F)(F)F)c2)C[C@@H]2CC[C@H]1N2C(=O)NC1CC1	.	-7.7	-2.6	-0.3	.	-8.1	4.9	-8.0
OC(COCc1ccc(Cl)cc1)CN1CC=C(c2ccccc2)CC1 (stereo unspecified)	-2.6	-4.7	-8.4&-1.1	0.0	-0.9	16.5	-128.6	-4.5
CC(C)(C)c1cc(C=C(C#N)C#N)cc(C(C)(C)C)c1O	4.2	.	-3.6	-0.1	1.1	44.7	-89.5	3.0
C=CC1CN2CCC1C[C@@H]2CO (stereo partly specified)	0.4	20.1	0.8	.	-2.8	.	.	-8.9
CNc1cc(N2CCN(C)CC2)ccc1[N+](=O)[O-]	-2.6	.	.	0.4	0.9	-6.4	.	-13.8
COC(=O)C1=C(c2ccc3ccccc3c2)C[C@@H]2CC[C@H]1N2C(=O)NC1Cc2ccccc2C1	.	2.2	-1.3	0.1	-0.8	9.2	-2.9	0.1
Cc1ccccc1-n1c(C)nc2ccsc2c1=O	0.0	1.5	1.1	0.1	.	3.5	-5.6	6.2
CC(C)c1ccc(-n2c(O)c(/C=N/NC(=O)c3ccncc3)c(=O)[nH]c2=O)cc1	-1.9	.	.	0.1	5.2	-2.1	.	8.2
CN(C/N=C(\N)N[N+](=O)[O-])S(=O)(=O)c1ccccc1	-5.1	0.2	.	0.0	-8.7	19.3	.	-7.8
Cc1ccc(-c2cc(-c3ccccc3)cc(-c3ccccc3)[n+]2-c2ccccc2C(=O)O)cc1	.	-19.0	-0.7	0.0	.	-2.3	.	16.2
O=C(c1ccc2c(c1)N(Cc1ccccc1)CCS2)N1CCC2(CC1)OCCO2	-3.2	.	-0.7	0.0	2.2	18.0	4.5	-0.9

Going on with the list:
Structure	SIRT5 inh	PGC1a acetyl inh	Cneo AK release	Xi reactivation	ERAP1 HTS inh	LGR2 inh	C2C12 statin	S100A4 inh HTS
CC(=NCCO)c1c(O)n(C)c(=O)n(C)c1=O	1.4	10.2	2.3	.	0.6	10.1	-1.0	0.2
CCOC(=O)[C@]1(C#N)[C@@H]2C=CC(C(N)=O)=CN2[C@@H](C(N)=O)[C@@H]1c1ccc(F)cc1	8.0	88.2*	.	0.2	.	10.2	-8.1	-6.4
OC(Cn1c2ccccc2c2ccccc21)C[n+]1cccc2ccccc21 (stereo unspecified)	.	-6.7	2.0	.	.	-18.8	-29.9	.
C[C@H](CO)N1C[C@H](C)[C@H](CN(C)C(=O)Oc2ccccc2)OCc2cnnn2CCCC1=O	-0.2&-0.6	-5.7&-3.0	2.9&-1.3	-0.1&0.2	-2.7&0.4	-0.3&1.8	-4.0&10.0	2.4&17.4
CC1CCCCN1Cc1c[nH]c2ccccc12 (stereo unspecified)	2.2	14.0	0.7	0.2	-0.8	.	.	-5.2
CC[N+]1(C)CCCC(OC(=O)C(O)(c2ccccc2)c2ccccc2)C1 (stereo unspecified)	-4.5	-1.6	-3.5	0.0	-1.9	.	2.8	-0.7&-8.9
COc1cc2[nH]c(=S)n(-c3ccccc3)c(=O)c2cc1OC	7.2	.	-3.4	0.0	4.8	2.1	.	-22.2

3 entries from above, sorted by SMILES length, falling:
Structure	SIRT5 inh	PGC1a acetyl inh	Cneo AK release	Xi reactivation	ERAP1 HTS inh	LGR2 inh	C2C12 statin	S100A4 inh HTS
Cc1ccc(-c2cc(-c3ccccc3)cc(-c3ccccc3)[n+]2-c2ccccc2C(=O)O)cc1	.	-19.0	-0.7	0.0	.	-2.3	.	16.2
CCCc1nc2ccc(Br)cc2c(=O)n1-c1ccc([N+](=O)[O-])c(C(F)(F)F)c1	.	22.1	0.3	0.3	.	27.9	-13.3	.
O=C(Cn1c(=O)n(CC2CS2)c2ccccc21)N1CCCCCC1 (stereo unspecified)	-0.2	4.5	.	0.0	1.8	18.4	.	4.9
